Measles CPE: protection of cells from measles virus | Measles virus-infected cells, CPE protection, absorbance | protection (pct of control), % at 4 µM | 140,000 compounds, 1.5% hits; in the data active = protection mostly above about 24%, no sharp cut-off; inactive = mostly below about 26%; also: some compounds called inactive have numbers as strong as hits
HCT116 PTEN-null: growth suppressors of cells with PTEN tumor suppressor deletion. HCT116 PTEN-null viability, CellTiter-Glo, 60 h; hits give low values. viability, % at 10 µM. 140,000 compounds, 1.2% hits. AID 827;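 active = viability at or below a set limit, 4 SD under the median of all tested compounds, cut at about 3.7% in these data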;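 also: PTEN knockout HCT116 line with beta catenin targeted HCT116 as companion control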
NPY Y2 blocker: NPY-Y2 (human) receptor antagonism; 140,000 compounds, 0.99% hits; NPY-Y2 expressing cells, antagonist mode; inhibition, % at 2.7 µM; P49146; in the data active = inhibition above about 17%;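 also: 0% = vehicle with agonist challenge and 100% = reference antagonist with challenge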
Target sequence (P49146 whole entry, looked up): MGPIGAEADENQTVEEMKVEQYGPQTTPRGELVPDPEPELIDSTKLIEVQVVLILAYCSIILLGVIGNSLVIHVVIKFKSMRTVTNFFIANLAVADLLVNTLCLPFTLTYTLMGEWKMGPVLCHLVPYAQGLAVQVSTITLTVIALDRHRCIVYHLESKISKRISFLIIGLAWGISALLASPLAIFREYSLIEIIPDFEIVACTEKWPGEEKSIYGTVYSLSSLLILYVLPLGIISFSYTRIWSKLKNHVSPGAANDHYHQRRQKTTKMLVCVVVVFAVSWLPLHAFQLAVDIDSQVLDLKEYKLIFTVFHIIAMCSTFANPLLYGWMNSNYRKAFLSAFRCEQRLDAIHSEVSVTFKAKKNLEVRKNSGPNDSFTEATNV
Yeast lifespan up: extends the lifespan of yeast | S. cerevisiae growth with nicotinamide, OD615; deaD strain in restrictive glucose medium | inhibition of the nicotinamide effect, % at 10 µM | 130,000 compounds, 0.68% hits | AID 775;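 active = inhibition above a set limit, placed 3 SD over the median of all compounds, cut at about 26% in these data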;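 also: 0% = nicotinamide-treated wells and 100% = cells grown without nicotinamide; some compounds called inactive have numbers as strong as hits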
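Buffer or medium: CSMM-D glucose medium, restrictive; test system: modified budding yeast, DeaD strain; compound: single dose 10 µM compound, 0.25% DMSO; schedule: culture preincubation 4 h, compound exposure 48 h, both 30 °C; detection: optical density (absorbance) at 615 nm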
GALR2 blocker: blocks the human galanin receptor 2. O43603. GALR2-expressing cells, antagonist mode. inhibition, % at 4 µM. 140,000 compounds, 0.39% hits; in the data active = inhibition above about 27%;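 also: cells stimulated with galanin 1-16 at roughly its EC80; 0% = agonist challenge control and 100% = basal control without agonist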
Target sequence (O43603 whole entry, looked up): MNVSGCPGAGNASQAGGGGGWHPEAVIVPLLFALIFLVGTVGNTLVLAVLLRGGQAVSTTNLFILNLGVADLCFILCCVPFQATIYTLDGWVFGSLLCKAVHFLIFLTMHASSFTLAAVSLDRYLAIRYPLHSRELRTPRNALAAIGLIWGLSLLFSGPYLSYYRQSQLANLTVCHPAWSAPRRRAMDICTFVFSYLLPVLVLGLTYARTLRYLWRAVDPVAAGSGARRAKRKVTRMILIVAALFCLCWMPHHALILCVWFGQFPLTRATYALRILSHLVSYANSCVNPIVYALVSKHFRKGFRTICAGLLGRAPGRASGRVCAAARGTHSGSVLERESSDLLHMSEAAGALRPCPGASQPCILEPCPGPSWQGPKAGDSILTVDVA
Phagocyt inh: inhibitors of macrophage phagocytosis. inhibition, % at 5 µM. 110,000 compounds, 0.07% hits. J774A.1 macrophage IgG-bead phagocytosis, imaging;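 active = inhibition above the mean of the plate negative controls plus 5 SD, cut at about 13% in these data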;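 also: phagocytic index as fraction of beads internalized from green versus red external bead signal; plate controls were DMSO negative control for no effect and cytochalasin-D positive control for full effect; some results beyond the cut were filed as inactive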
Yeast growth inh: yeast BB579 growth reduction in restrictive medium | S. cerevisiae BB579 growth, OD615, 48 h | inhibition, % at 10 µM | 140,000 compounds, 0.51% hits | AID 804;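 active = inhibition above a set limit, 3 SD over the mean compound inhibition, cut at about 44% in these data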; also: inactives centre near -24
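System: Saccharomyces cerevisiae DeaD strain BB579, replicative lifespan model yeast | Buffer or medium: Restrictive glucose-based CSMM-D medium | Times: 4 h preincubation and 48 h exposure at 30 °C | Detection: OD615 turbidity measurement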
MRP-1 activ: activators of MRP-1; H69AR cells + doxorubicin, viability rescue, CellTiter-Glo; viability increase, % at 10 µM; 140,000 compounds, 0.61% hits;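 active = viability gain under doxorubicin at or above a set limit, the compound median plus 3 SD, cut at about 4.7% in these data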;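 also: MRP-1 overexpressing cells given doxorubicin 25 µM after compound pretreatment; 18-22 h compound pretreatment then 72 h with doxorubicin before readout; 0% = doxorubicin-only wells and 100% = vehicle-treated cells without doxorubicin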
bCat KO growth: beta-catenin-lacking colon tumor cell growth suppression. 140,000 compounds, 1.5% hits. HCT116 beta-catenin knockout viability, CellTiter-Glo, 60 h; hits give low values. viability, % at 10 µM;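 active = viability at or under a set limit, the compound median less 4 SD, cut at about 6% in these data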;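 also: 0% = Hyamine 1622 control at 20 µM and 100% = untreated cell control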
E-sel TNF inh: blocks E-selectin expression induced by TNF alpha | HUVEC TNFa-induced E-selectin immunofluorescence, high content | inhibition, % at 2 µM | 120,000 compounds, 0.71% hits;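 active = inhibition above the batch mean plus 3 SD, and confirmed as a hit on visual image review, cut at about 43% in these data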;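 also: 0% = TNF-stimulated DMSO wells and 100% = unstimulated control wells; not every result past the cut was called active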
* hit, by the source's call; . = no result given; & = joins results of further samples.

1) CC(C)Oc1c(Cl)cc(CNC(C)(C)CO)cc1Cl
2) c1ccc(C2=Nc3ccccc3OC2)cc1
3) Cc1ccc(S(=O)(=O)Nc2cc(=O)[nH]c(SCc3ccc(Cl)cc3)n2)cc1
4) O=C(NC1CCCCCC1)C1CCN(C(=O)Cc2ccccc2)CC1
5) Cc1nn(C)c(C)c1S(=O)(=O)N1CCCC(C(=O)NCC2COc3ccccc3O2)C1 (configuration not stated)
6) Cc1ccc(NS(=O)(=O)c2ccc(OCC(=O)NCc3cccnc3)cc2)cc1
7) COc1ccc(-c2csc(N(CC3CCCO3)C(=O)c3cccs3)n2)cc1 (configuration not stated)
8) CC(C)Oc1ccc(CC(=O)NNC(=S)Nc2ccc(Br)cc2)cc1
9) Cc1ccc(S(=O)(=O)Nc2ccc3nc(C)sc3c2)cc1
10) Cc1ccc(CNC(=O)c2ccc3nc4[nH]c5ccccc5c4nc3c2)cc1

Screen / compound no.,1,2,3,4,5,6,7,8,9,10
Measles CPE,3,1,7,4,6,32,4,15,27,4
HCT116 PTEN-null,82,65,97,100,87,90,51,88,72,84
NPY Y2 blocker,2,0,6,0,0,1,8,-3,6,6
Yeast lifespan up,-6,-11,9,-2,-5,4,-6,1,-8,-2
GALR2 blocker,2,6,-6,2,-2,-30,-12,-8,15,5
Phagocyt inh,0,1,-12,0,0,-4,3,-4,0,-9
Yeast growth inh,-19,36,-18,-22,-6,-31,-20,-8,10,-21
MRP-1 activ,-1.2,-4.5,0.6,-0.7,-2.3,0.1,-0.3,-1.3,-2.6,-4.8
bCat KO growth,79,71,94,98,97,92,51,78,72,106
E-sel TNF inh,-16,8,.,0,.,18,3,-20,-10,.

11) CCc1cccc(NC(=O)c2ccc(NS(=O)(=O)c3c(C)noc3C)cc2)c1
12) C=CCNC(=O)CCCCCNS(=O)(=O)c1ccc(OC)cc1
13) S=C(NCc1ccncc1)Nc1cccc(Cl)c1
14) COCCCn1c2nc3ccccc3nc2c2c(=O)n(Cc3cccs3)cnc21
15) CCC1(C)Cc2c(C#N)c(N)n(N)c(=S)c2CO1 (configuration not stated)
16) COc1ccc2c(c1)c(C(=O)OCCN(C)C)c(C)n2C
17) N#CCSc1nnc2sc3ccccc3n12
18) CCCc1c(C)[nH]c2ccccc2c1=O
19) COc1ccc(CN(C(=O)/C=C/C(=O)c2ccc(OC)cc2O)C(C(=O)NC2CCCCC2)c2ccncc2)cc1 (configuration not stated)
20) Cc1cc(C)n(C(=O)CN2C(=O)CCC2=O)n1

Screen / compound no.,11,12,13,14,15,16,17,18,19,20
Measles CPE,3,7,2,19,4,10,11,15,9,1
HCT116 PTEN-null,94,86,101,89,92,85,98,108,76,97
NPY Y2 blocker,3,-1,4,-1,4,4,1,1,3,3
Yeast lifespan up,-7,-4,9,11,.,0,-7,-3,2,-3
GALR2 blocker,11,-1,6,0,-1,-3,-20,-9,-8,-4
Phagocyt inh,-1,.,-7,-3,.,1,1,0,-16,1
Yeast growth inh,-35,-16,-39,-27,-4,29,-60,-1,-24,9
MRP-1 activ,-2.2,-4.3,-4.0,-0.9,-0.2,-0.5,-0.8,-1.0,-4.8,-0.7
bCat KO growth,84,90,91,92,93,79,84,99,70,97
E-sel TNF inh,1,.,.,-15,-1,47,.,-5,.,-18

21) COc1ccccc1N(CC(=O)N/N=C/c1ccc(OCC(=O)NCc2ccco2)cc1)S(=O)(=O)c1ccc(C)cc1
22) CCOC(=O)N1CCN(S(=O)(=O)c2ccc(OCC(=O)OC)c(Cl)c2)CC1
23) COc1ccc(CCNc2ccc(S(=O)(=O)N3CCCC3)cc2[N+](=O)[O-])cc1
24) CC(C)COC(=O)NCCOC(=O)Nc1cccc(Cl)c1
25) O=C(OCC(=O)N1c2ccccc2Sc2ccccc21)C1CC(=O)N(Cc2ccco2)C1 (configuration not stated)
26) CCN(CC)C(=O)C1CC(c2ccc(OC)cc2)=NO1 (configuration not stated)
27) CCOC(=O)c1c(CSc2ccccc2)oc2ccc(O)cc12
28) COc1ccc(-c2nc3nc(C)cc(C)n3n2)cc1
29) COCCCNC(=O)CC(NS(=O)(=O)c1ccc(C)cc1)c1ccc(OC)cc1 (configuration not stated)
30) N#CC1=C(Nc2ccc(Br)cc2)CCC1

Screen / compound no.,21,22,23,24,25,26,27,28,29,30
Measles CPE,9,38,25,10,29,1,11,5,6,4
HCT116 PTEN-null,88,94,80,85,101,99,94,90,73,101
NPY Y2 blocker,0,0,6,0,2,0,9,4,0,4
Yeast lifespan up,-13,-22,0,-16,-26,-7,0,-29,-6,5
GALR2 blocker,5,-3,8,4,1,5,15,-2,-6,-2
Phagocyt inh,0,.,-8,-1,-1,-2,-4,-1,.,0
Yeast growth inh,-98,-18,-24,-30,-41,-7,-51,-4,4,-40
MRP-1 activ,-0.9,-1.8,-1.7,0.2,-3.4,-1.1,-1.8,-3.6,-0.8,-2.9
bCat KO growth,78,104,85,90,93,86,85,90,68,105
E-sel TNF inh,-12,-12,.,12,5,.,.,0,8,.

In another format: results already given
Each structure is followed by: Measles CPE, HCT116 PTEN-null, NPY Y2 blocker, Yeast lifespan up, GALR2 blocker, Phagocyt inh, Yeast growth inh, MRP-1 activ, bCat KO growth, E-sel TNF inh
7. COc1ccc(-c2csc(N(CC3CCCO3)C(=O)c3cccs3)n2)cc1 (configuration not stated)
    4, 51, 8, -6, -12, 3, -20, -0.3, 51, 3
8. CC(C)Oc1ccc(CC(=O)NNC(=S)Nc2ccc(Br)cc2)cc1
    15, 88, -3, 1, -8, -4, -8, -1.3, 78, -20
9. Cc1ccc(S(=O)(=O)Nc2ccc3nc(C)sc3c2)cc1
    27, 72, 6, -8, 15, 0, 10, -2.6, 72, -10
10. Cc1ccc(CNC(=O)c2ccc3nc4[nH]c5ccccc5c4nc3c2)cc1
    4, 84, 6, -2, 5, -9, -21, -4.8, 106, .
11. CCc1cccc(NC(=O)c2ccc(NS(=O)(=O)c3c(C)noc3C)cc2)c1
    3, 94, 3, -7, 11, -1, -35, -2.2, 84, 1

(further entries)
31) CCOC(=O)C1C(=O)NC(N2CCCCC2)=NC1c1ccco1 (configuration not stated)
32) Cc1cccnc1NCC(O)COc1ccccc1 (configuration not stated)
33) COc1cc(OC)cc(C(=O)Nn2c(C)nc3ccccc3c2=O)c1
34) Cc1nnc(SCc2ccc(F)cc2Cl)s1
35) CCOC(=O)c1sc(NC(=S)NC(=O)C2CCCC2)cc1C
36) O=C(NC1CCCC1)C(c1ccc(F)cc1)N(Cc1ccc(F)cc1)C(=O)c1ccn[nH]1 (configuration not stated)
37) O=C1CSC(c2cccc(Cl)c2Cl)N1c1ccccn1 (configuration not stated)
38) CCOc1ccc(NS(=O)(=O)c2ccc3[nH]cc(C(=O)NCC4CCCO4)c(=O)c3c2)cc1 (configuration not stated)
39) CC(=O)c1c(C)[nH]c(C(=O)N2c3ccccc3CC2C)c1C (configuration not stated)
40) O=C(N/N=C/c1cccc(OCc2ccccc2)c1)c1ccc(Br)cc1

Screen / compound no.,31,32,33,34,35,36,37,38,39,40
Measles CPE,5,12,4,7,9,5,9,33,6,9
HCT116 PTEN-null,93,91,99,100,102,94,93,94,86,82
NPY Y2 blocker,-5,-1,-4,4,3,3,3,1,1,6
Yeast lifespan up,-4,-2,-11,-12,-3,-25,-1,-15,-2,5
GALR2 blocker,0,0,-4,2,-23,5,17,8,-1,6
Phagocyt inh,-1,0,1,0,-5,.,-7,.,0,-6
Yeast growth inh,-23,-19,-35,-25,-12,-11,-3,-38,-2,-46
MRP-1 activ,-1.0,-0.8,-1.0,0.4,0.4,-2.4,-1.2,-0.3,-1.5,-2.1
bCat KO growth,95,91,106,98,91,82,95,89,80,83
E-sel TNF inh,1,-10,-86,5,-19,-13,.,-38,.,-1

41) FC(F)(F)c1nnc2c(Sc3ccc(Cl)cc3)nc3ccccc3n12
42) O=C1NC(=O)/C(=C/c2ccccc2Oc2ccc(Cl)cc2)S1
43) COCC(=O)NC(c1ccccc1)c1ccccc1
44) Cc1nc2c(C(=O)NCc3ccccc3)c[nH]n2c(=O)c1Cl
45) CCNC(=O)Cn1cc(C#N)c2ccccc21
46) C=CCn1c(Cc2c[nH]c3ccccc23)nnc1SCC(=O)NCc1ccccc1
47) COc1ccc(NC(=O)CCNS(=O)(=O)c2ccc3c(c2)c(=O)n(C)c(=O)n3C)cc1
48) CCSc1nc(N)c(C#N)c(-c2ccccc2Cl)c1C#N
49) Cc1c(-c2ccccc2)oc2c(C(=O)OCC(=O)Nc3ccc(F)cc3)cccc2c1=O
50) CCc1nnc(SCC(=O)NC2CCCC2)nc1CC

Screen / compound no.,41,42,43,44,45,46,47,48,49,50
Measles CPE,2,15,15,21,6,19,6,3,30,5
HCT116 PTEN-null,6,81,102,102,99,87,85,87,81,102
NPY Y2 blocker,2,1,1,4,1,1,-2,2,7,2
Yeast lifespan up,-10,-17,-8,-3,.,-17,-24,2,-2,-4
GALR2 blocker,-3,1,9,18,7,1,-2,-11,-10,-5
Phagocyt inh,.,1,.,-3,.,.,2,0,-11,-1
Yeast growth inh,-47,-65,-2,-13,-45,-15,-10,-59,-53,-5
MRP-1 activ,-6.5,-3.3,-1.1,-1.3,-1.8,-1.2,-3.2,-0.4,-3.5,-0.5
bCat KO growth,2.8*,96,104,104,103,94,82,90,85,106
E-sel TNF inh,19,-18,19,-24,-4,-8,.,6,-42,-13

51) O=C(OCc1ccccc1)c1ccc2c(c1)-c1ccccc1C2=O
52) Cc1ccc(OCc2nnc(NC(=O)OCC(C)C)s2)cc1
53) N#Cc1nc(-c2cccc(Cl)c2)oc1NCc1cccnc1
54) C/C(=N\Nc1nc(-c2cc(C)ccc2C)cs1)c1cc2c(ccc3ccccc32)oc1=O
55) CCOC(=O)c1c(C)[nH]c(C)c1C(=O)COC(=O)c1cc2ccccc2cc1OC
56) CCC(C)[C@H](NC(=O)NCCCn1ccnc1)C(=O)OC (some centres not stated)
57) COc1ccc(C2(O)CCN(Cc3nnnn3Cc3ccc(C)cc3)CC2)cc1
58) CC(C(=O)N1CCCCC1)N1C(=O)c2ccccc2C1=O (configuration not stated)
59) CC(C)C[C@H](NC(=O)NC(C)C)C(=O)O
60) CC1(C)CC(C)(O)P(=O)(c2ccccc2)O1 (configuration not stated)

Screen / compound no.,51,52,53,54,55,56,57,58,59,60
Measles CPE,2,12,24,9,13,6,5,49,12,5
HCT116 PTEN-null,95,94,77&77,92,72,103,101,95,100,89
NPY Y2 blocker,2,2,0,5,2,2,3,-2,4,-1
Yeast lifespan up,-18,-8,-19,5,-3,8,-2,-12,-1,-13
GALR2 blocker,-6,-6,5,1,4,18,1,5,8,-6
Phagocyt inh,0,-1,1,-7,2,.,-2,2,-2,-5
Yeast growth inh,-50,-50,-47,-70,-14,-28,-18,-35,-19,-50
MRP-1 activ,2.2,-0.4,0.7,2.4,-1.2,0.1,0.8,-1.2,-1.9,0.7
bCat KO growth,99,89,88,90,79,87,87,98,105,92
E-sel TNF inh,-52,-2,7,.,.,.,-18,.,-3,.
